Screening results (PubChem)
NALP1 yeast inh = NALP1 inhibition; S. cerevisiae NALP1/ASC/caspase-1 growth, X-gal OD620, 72 h; inhibition, % at 10 µM; 280,000 compounds, 0.61% hits; in the data active = inhibition mostly above about 24%, no sharp cut-off; inactive = mostly below about 32%; also: some compounds called inactive have numbers as strong as hits
MEKK2mut PB1 HTS = signal of MEK5 binding to mutant human MEKK2 PB1 domain; bead flow cytometry, Alexa488-MEK5 binding to MEKK2 mutant; percent response, % at 10 µM; 290,000 compounds, 0.35% hits; AID 1530; in the data active = percent response above about 24%, passing the limit was not always enough; also: inactives centre near 1; some results filed as inactive read as strong as hits; reference of the scale not given here
DNA FID counter = counter-screen for HCV NS3 helicase inhibitors: DNA intercalator displacement; DNA fluorescent intercalator displacement, fluorescence; inhibition, % at 7.9 µM; 290,000 compounds, 0.17% hits; AID 1845; in the data active = inhibition above about 37%;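 also: 0% = vehicle and 100% = reference compound; higher means more ethidium bromide displaced from hairpin DNA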
MEKK3 PB1 HTS = raises or lowers MEK5 binding to the human MEKK3 PB1 domain. 290,000 compounds, 1.4% hits. Q99759. binding response (% of control), % at 10 µM. bead-based flow cytometry, Alexa488-MEK5 binding to MEKK3; actives lie on both sides; 0 = blocked by unlabeled MEK5, 100 = vehicle;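 active = binding response more than 3 SD above or below the average of its plate-row segment, actives on both sides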;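 also: Alexa488 bead fluorescence after subtracting the streptavidin-only scavenger bead signal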
Target sequence (Q99759 whole entry, looked up, the tested form may be a part): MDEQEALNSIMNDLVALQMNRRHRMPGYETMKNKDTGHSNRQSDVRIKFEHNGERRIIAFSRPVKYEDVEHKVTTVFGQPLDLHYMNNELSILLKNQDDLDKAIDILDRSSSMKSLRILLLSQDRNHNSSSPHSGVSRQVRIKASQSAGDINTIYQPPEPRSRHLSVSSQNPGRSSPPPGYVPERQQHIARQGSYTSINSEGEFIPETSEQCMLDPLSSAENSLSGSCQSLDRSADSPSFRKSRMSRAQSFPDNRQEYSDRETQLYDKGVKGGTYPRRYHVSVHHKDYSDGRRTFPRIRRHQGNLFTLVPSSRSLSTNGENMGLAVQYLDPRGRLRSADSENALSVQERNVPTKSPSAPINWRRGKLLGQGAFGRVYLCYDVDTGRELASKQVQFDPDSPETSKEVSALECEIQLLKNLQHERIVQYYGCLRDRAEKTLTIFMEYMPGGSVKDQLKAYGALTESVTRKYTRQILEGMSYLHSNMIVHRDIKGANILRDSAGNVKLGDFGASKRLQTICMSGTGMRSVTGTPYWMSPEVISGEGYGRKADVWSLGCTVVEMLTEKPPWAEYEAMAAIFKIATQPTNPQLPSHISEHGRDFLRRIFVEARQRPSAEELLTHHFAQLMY
MEKK2wt PB1 HTS = raises or lowers MEK5 binding to wildtype human MEKK2 PB1 domain. binding response (% of control), % at 10 µM. Q9Y2U5. bead flow cytometry, Alexa488-MEK5 binding to MEKK2 WT; actives lie on both sides. 290,000 compounds, 1.1% hits. AID 1531; in the data active = binding response below about 67% or above about 130%
M18AAP inhibitor = PfM18AAP enzyme inhibition. recombinant PfM18AAP, H-Glu-NHMec fluorogenic cleavage. inhibition, % at 7.35 µM. 290,000 compounds, 1.2% hits;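 active = inhibition above the campaign mean inhibition over all tested compounds plus 3 SD, cut at about 28% in these data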;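 also: 0% = plate median of test compound wells and 100% = 2 mM ZnCl2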
GPR7 antagonist = antagonists of human GPR7 (neuropeptides B/W receptor 1); P48145; GPR7-expressing cells, fluorescence antagonist assay; inhibition, % at 4.4 µM; 290,000 compounds, 1.1% hits; AID 1861; in the data active = inhibition above about 16%, passing the limit was not always enough;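 also: cells stimulated with the agonist NPW; 0% = agonist with vehicle and 100% = vehicle without agonist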
OXTR ag = activates the human oxytocin receptor. CHO-OTR cells, Fluo-8 calcium fluorescence; normalized: DMSO 0%, oxytocin 100%. P30559. activation, % at 3 µM. 320,000 compounds, 0.32% hits;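 active = activation above the mean of all tested compounds plus 3 SD, cutoff set per screening run, cut at about 20% in these data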;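 also: peak over basal fluorescence ratio from a 100 s FLIPR kinetic read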
Target sequence (P30559 whole entry, looked up): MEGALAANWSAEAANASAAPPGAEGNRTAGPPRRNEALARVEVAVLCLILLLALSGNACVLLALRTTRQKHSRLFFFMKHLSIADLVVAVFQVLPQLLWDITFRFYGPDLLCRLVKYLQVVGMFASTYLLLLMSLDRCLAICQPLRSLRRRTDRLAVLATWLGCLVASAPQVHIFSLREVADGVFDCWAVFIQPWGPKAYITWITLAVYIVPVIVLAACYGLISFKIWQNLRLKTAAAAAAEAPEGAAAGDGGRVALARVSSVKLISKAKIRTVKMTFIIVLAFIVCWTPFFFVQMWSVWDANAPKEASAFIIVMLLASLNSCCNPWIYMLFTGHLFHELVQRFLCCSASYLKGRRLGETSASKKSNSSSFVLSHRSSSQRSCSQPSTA
PHOSPHO1 block = inhibitors of human PHOSPHO1 phosphatase | 290,000 compounds, 1.1% hits | recombinant PHOSPHO1, absorbance phosphatase assay | inhibition, % at 13.3 µM | Q8TCT1; in the data active = inhibition above about 60%
Numbers without * were called inactive; . = not tested or not shown. Hits appear at their usual frequency; about 6.2% have a hit in one of these screens.

SMILES	MEKK2wt PB1 HTS	MEKK2mut PB1 HTS	M18AAP inhibitor	NALP1 yeast inh	PHOSPHO1 block	DNA FID counter	OXTR ag	GPR7 antagonist	MEKK3 PB1 HTS
CCc1ccccc1N(C(=O)c1ccco1)C(C(=O)NC1CCCC1)c1cccnc1 (configuration not stated)	101	-2	-3	7	35	-26	0.2	-15	101
O=C(CCn1ccc([N+](=O)[O-])n1)Nc1nccs1	95	-5	2	3	10	1	-0.8	-2	104
O=C(/C=C/Nc1ccccc1)c1ccc(Oc2ncccn2)cc1	105	16	2	-2	-8	-16	0.5	4	107
COc1cc(OC)c(NS(=O)(=O)c2c(C)[nH]c(=O)[nH]c2=O)cc1Cl	103	4	0	2	31	-4	.	-5	101
COc1ccc(-c2cc(C(=O)N(C)CCc3ccc(OC)c(OC)c3)c3ccccc3n2)cc1	100	-4	1	0	40	-56	.	-8	98
COc1ccc(S(=O)(=O)N2CCN(C(=O)c3cc(-c4ccc(Br)cc4)n[nH]3)CC2)cc1OC	102	2	-10	13	27	-60	4.7	-6	102
CCCC(=O)NC(=S)Nc1ccc(C(C)=O)cc1	99	0	4	15	9	-4	-0.2	-11	102
CCOC(=O)n1c(=O)oc2cc(S(=O)(=O)N3CCCCC3)ccc21	107	5	-3	10	-1	1	2.0	-10	104

Next results follow:
SMILES	MEKK2wt PB1 HTS	MEKK2mut PB1 HTS	M18AAP inhibitor	NALP1 yeast inh	PHOSPHO1 block	DNA FID counter	OXTR ag	GPR7 antagonist	MEKK3 PB1 HTS
CC(=O)c1ccc(NC(=O)C2C3C=CC(C3=C(c3ccccc3)c3ccccc3)C2C(=O)O)cc1 (configuration not stated)	91	-4	-1	14	-15	-25	0.2	-14	98
N#C/C(=C1/CCCN1)c1ccccn1	103	9	6	-3	5	-2	-0.4	-2	102
CC1(C)CC(=O)C(C2C3=C(CC(C)(C)CC3=O)Oc3ccccc32)=C(O)C1 (configuration not stated)	107	13	4	40	2	-10	-1.2	-2	107
Cc1ccc(S(=O)(=O)N(Cc2ccccc2)C(C)C)cc1	101	-2	0	12	58	-24	-0.9	13	104
CCN(CC)S(=O)(=O)c1ccc(C)c(NC(=O)COc2ccc3c(C)cc(=O)oc3c2)c1	86	15	2	10	-6	1	0.0	-1	106
CCCC12CN3CC(C)(CN(C1)C3c1cccs1)C2=O (configuration not stated)	102	-2	-1	-1	-40	1	-0.9	-10	105
COc1ccc(-n2cnnc2SCC(=O)N2CCN(c3ccccc3)CC2)cc1	96	-6	10	-11	93*	-34	1.7	-3	96
CCN(C(=O)COC(=O)/C=C/c1cccc([N+](=O)[O-])c1)c1ccccc1	.	.	5	4	33	-7	-1.3	1	.

Remaining list, next part.
SMILES	MEKK2wt PB1 HTS	MEKK2mut PB1 HTS	M18AAP inhibitor	NALP1 yeast inh	PHOSPHO1 block	DNA FID counter	OXTR ag	GPR7 antagonist	MEKK3 PB1 HTS
CCOC(=O)C1CCCN(S(=O)(=O)c2ccc(S(=O)(=O)N(CC)CC)cc2)C1 (configuration not stated)	91	-8	-1	4	29	-8	11	8	97
Cc1ccc2oc(C(=O)N(C)CCC(O)c3ccccc3)c(C)c2c1 (configuration not stated)	106	4	3	1	.	-35	0.2	-8	105
COc1cc(NC(=S)N2CCN(S(=O)(=O)c3ccccc3)CC2)cc(OC)c1	98	0	4	-2	37	-31	.	4	99
Cc1ccc(-c2nc(S(=O)(=O)c3ccc(C)cc3)c(SCC(=O)NCC3CCCO3)o2)cc1 (configuration not stated)	97	2	8	9	22	-22	-0.8	-6	100
Cc1[nH][nH]c(=O)c1C(c1ccc(-c2ccc(Cl)c(C(=O)O)c2)o1)c1c(C)[nH][nH]c1=O	102	-1	2	1	24	-1	.	2	102
O=C(Nc1cc(Cl)cc(Cl)c1)C(c1ccccc1)N1CCCCC1 (configuration not stated)	122	1	0	.	-1	4	-1.3	5	153*
Cc1ccc(CC(=O)O/N=C(\N)c2ccncc2)cc1	102	4	-11	17	32	-17	1.0	-9	96
Cc1ccc(O)c(NC(=O)C2CC(c3cccc(Br)c3)=NO2)c1 (configuration not stated)	98	1	3	-2	40	-14	-1.5	-18	105

The list continues.
SMILES	MEKK2wt PB1 HTS	MEKK2mut PB1 HTS	M18AAP inhibitor	NALP1 yeast inh	PHOSPHO1 block	DNA FID counter	OXTR ag	GPR7 antagonist	MEKK3 PB1 HTS
CCOc1ccccc1NC(=O)c1ccc2c(c1)C(=O)N(CC1CCCO1)C2=O (configuration not stated)	98	4	2	10	46	-25	-0.4	-8	102
CNc1nc(C)cc(C)c1S(=O)(=O)c1ccc(Cl)cc1	96	-1	1	-4	-6	-8	-3.3	-1	103
COc1ccc(-c2cc(-c3n[nH]c(=S)n3-c3cc(OC)ccc3OC)[nH]n2)cc1	101	1	1	13	2	-36	1.3	-7	118
COc1cc(C(=O)NCc2cccc3ccccc23)cc(Cl)c1OC	93	-3	4	13	10	-19	-2.4	1	101
COc1ccc(Cl)cc1S(=O)(=O)Nc1ncn[nH]1	104	-1	23	-17	28	-6	1.2	-8	102
O=C(NCC1CCCO1)c1cc2c(s1)CS(=O)(=O)C2 (configuration not stated)	95	0	-9	8	-32	4	0.7	-15	92
C/C(=N/NC(=O)c1cn(-c2cccc(C)n2)cn1)c1ccc(C)cc1	92	0	-8	6	42	-11	-0.5	1	91
NC(=O)CSc1nc2c(sc3ccccc32)c(=O)n1CCCN1CCOCC1	97	-1	-2	9	-14	-4	3.5	-10	101

Carrying on.
SMILES	MEKK2wt PB1 HTS	MEKK2mut PB1 HTS	M18AAP inhibitor	NALP1 yeast inh	PHOSPHO1 block	DNA FID counter	OXTR ag	GPR7 antagonist	MEKK3 PB1 HTS
CC(C)c1ccc(/C=C/C(=O)Nc2ccc(CN3CCOCC3)cc2)cc1	95	-17	-13	40*	30	21	11	9	93
CCn1c(SCC(=O)c2ccc(Cl)cc2)nnc1-c1ccoc1C	106	6	-4	-10	35	-12	-1.2	-2	109
NNC(=O)C1=NOC2COC3(CCN(c4ncccn4)CC3)OCC12 (configuration not stated)	100	-1	-1	16	24	-12	-0.4	12	100
Cc1ccc(C)c(C2=NNC(=NCc3ccccc3)SC2)c1	96	-3	2	9	-54	-19	.	-11	101
CC1CCCN(C(=O)CSc2nnc(-c3ccco3)n2C)C1 (configuration not stated)	100	-1	16	3	-13	-6	-0.1	-11	100
Clc1cccc(CSc2ccc(-c3ccco3)nn2)c1	107	-2	6	-9	-17	-10	-1.7	2	124
COc1cccc(C(=O)O/N=C(\N)c2ccc([N+](=O)[O-])cc2)c1	97	-5	-1	-24	55	4	0.8	19	95
Cc1cc2cc3c(cc2nc1SCC(=O)Nc1c(C)cccc1C)CCC3	98	0	-1	-6	36	0	-1.7	-13	97

Following part
SMILES	MEKK2wt PB1 HTS	MEKK2mut PB1 HTS	M18AAP inhibitor	NALP1 yeast inh	PHOSPHO1 block	DNA FID counter	OXTR ag	GPR7 antagonist	MEKK3 PB1 HTS
COc1cc(NC(=O)c2cc(-c3cccs3)on2)cc(OC)c1OC	.	.	9	22	-2	-26	-0.5	4	.
Cc1onc(C(=O)N2CCN(c3ccccc3F)CC2)c1-c1ccccc1Cl	104	1	10	25	12	-22	0.8	-8	130*
O=C(N/N=C/c1cn(CC(=O)N2CCOCC2)c2ccccc12)c1cccnc1	97	-2	1	-10	32	-7	0.8	-6	101
CCOc1ccc(Cc2nc(C)c(CC(=O)N3CCCCC3)c(=O)[nH]2)cc1	99	1	-10	8	16	-17	-0.1	-5	95
O=C(CN(Cc1ccc(F)cc1)C(=O)c1csnn1)NCc1ccccc1	102	3	3	5	30	-12	0.4	-9	101
CCc1ccc(/C=N/NC(=O)c2nnn(-c3nonc3N)c2C(C)C)cc1	103	1	-1	14	28	-25	55*	2	101
CCCC1O[C@@H]2CC3C4CCC5=CC(=O)C=C[C@]5(C)C4C(OC(C)=O)C[C@]3(C)[C@]2(C(=O)COC(C)=O)O1 (some centres not stated)	99	-4	-3	-2	8	-53	-2.2	-2	93
CCOC(=O)C(=O)N1c2ccccc2C(N(C(=O)C(=O)OCC)c2ccccc2)CC1C (configuration not stated)	99	-1	-7	6	15	-37	-1.6	-4	108

Following part:
SMILES	MEKK2wt PB1 HTS	MEKK2mut PB1 HTS	M18AAP inhibitor	NALP1 yeast inh	PHOSPHO1 block	DNA FID counter	OXTR ag	GPR7 antagonist	MEKK3 PB1 HTS
S=c1[nH]nc(-c2cc(-c3ccccn3)nc3ccccc23)o1	100	-11	2	.	-21	-8	0.9	-6	94
CCOC(=O)N1CCN(C(=O)c2ccc(C)c(S(=O)(=O)Nc3cccc(C)c3C)c2)CC1	102	6	0	17	11	-37	-1.2	-11	105
COc1ccc(CNC(=O)C(C)NC(=O)c2cc3ccccc3o2)cc1 (configuration not stated)	110	10	6	31	7	-6	-0.6	13	108
COc1ccc(C(CC(=O)O)c2ccc3c(c2)OCO3)cc1 (configuration not stated)	109	7	3	9	20	-12	-0.5	-2	105
Cc1ccc(NC(=O)Nc2cnccn2)cc1	101	-1	0	3	36	-4	-0.4	-2	103
O=C(C(Cc1ccccc1)n1cccc1)N1CCN(C2CCCCC2)CC1 (configuration not stated)	120	14	0	-12	5	-3	1.9	15	115
CNC(=O)CSc1nnc(-c2ccccc2F)n1CCc1ccccc1	96	-3	-4	-1	15	-17	-0.7	-2	98
CC(=O)Nc1ccc(C(=O)CSc2nc3ccc(C)cc3[nH]2)cc1	98	-1	-4	26	6	-3	-0.4	-1	95

Next records.
SMILES	MEKK2wt PB1 HTS	MEKK2mut PB1 HTS	M18AAP inhibitor	NALP1 yeast inh	PHOSPHO1 block	DNA FID counter	OXTR ag	GPR7 antagonist	MEKK3 PB1 HTS
COc1ccc(CCNC(=O)c2noc3c2CCCC3)cc1OC	103	7	0	10	7	-14	0.1	-2	97
S=C1NC[C@H](Cc2ccccc2)N1CCc1cccc2ccccc12	85	4	.	-20	22	.	-1.4	.	91
O=C(CCCN1C(=O)c2ccccc2C1=O)NCc1ccco1	101	-4	-6	11	-4	0	0.4	-6	102
COc1ccc(Br)c(C(=O)NC2CCCC2)c1	93	-3	3	-8	6	-13	-1.4	22*	93
CCOC(=O)[C@@H]1[C@H]2COc3cc(OC)ccc3[C@H]2N2C(=O)N(c3ccc(C)cc3)C(=O)[C@@]12C	104	-1	-3	1	-7	-43	0.1	-5	104

A run of entries from further up:
SMILES	MEKK2wt PB1 HTS	MEKK2mut PB1 HTS	M18AAP inhibitor	NALP1 yeast inh	PHOSPHO1 block	DNA FID counter	OXTR ag	GPR7 antagonist	MEKK3 PB1 HTS
COc1ccc(CCNC(=O)c2noc3c2CCCC3)cc1OC	103	7	0	10	7	-14	0.1	-2	97
S=C1NC[C@H](Cc2ccccc2)N1CCc1cccc2ccccc12	85	4	.	-20	22	.	-1.4	.	91
